# NTMT1 inhibitor = Primary qHTS for Inhibitors of N-terminal methyltransferase 1 (NTMT1): MTaseGlo Assay. Potency, µM (doses to about 114 µM), inactives show at the highest dose activity change, negative = inhibition, actives largely listed as inhibitors. N-terminal Xaa-Pro-Lys N-methyltransferase 1 (Homo sapiens), Q9BV86. NTMT1 MTase-Glo SAH luminescence, purified enzyme. hit rate 2.5% among 59,000. AID 1645870, 2021;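 also: plate controls were DMSO vehicle for no effect and no enzyme for full effect; nearly all actives have a fitted effect of over 65% in size; many of its hits are not listed in these tables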
# Target sequence (Q9BV86 whole entry, looked up): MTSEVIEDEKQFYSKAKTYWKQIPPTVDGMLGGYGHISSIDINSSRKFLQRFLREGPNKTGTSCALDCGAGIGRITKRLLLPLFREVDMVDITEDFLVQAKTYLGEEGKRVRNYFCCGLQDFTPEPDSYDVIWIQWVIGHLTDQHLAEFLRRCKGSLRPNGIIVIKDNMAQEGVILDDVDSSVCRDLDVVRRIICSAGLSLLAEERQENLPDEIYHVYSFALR
# FH mod = Identification of activators of human fumarate hydratase by quantitative high-throughput screening; hit rate 0.22% among 54,000; Fumarate hydratase, mitochondrial (Homo sapiens), P07954; AID 1347055, 2019; FH coupled MDH/diaphorase resazurin fluorescence, 15 min; Potency, µM (highest dose often 79.9 µM), for the others: top-dose activity change, negative = inhibition, actives largely listed as inhibitors; also: the screen sought activators but most active calls are inhibition curves; nearly all actives have a fitted effect of over 45% in size
# Target sequence (P07954 whole entry, looked up): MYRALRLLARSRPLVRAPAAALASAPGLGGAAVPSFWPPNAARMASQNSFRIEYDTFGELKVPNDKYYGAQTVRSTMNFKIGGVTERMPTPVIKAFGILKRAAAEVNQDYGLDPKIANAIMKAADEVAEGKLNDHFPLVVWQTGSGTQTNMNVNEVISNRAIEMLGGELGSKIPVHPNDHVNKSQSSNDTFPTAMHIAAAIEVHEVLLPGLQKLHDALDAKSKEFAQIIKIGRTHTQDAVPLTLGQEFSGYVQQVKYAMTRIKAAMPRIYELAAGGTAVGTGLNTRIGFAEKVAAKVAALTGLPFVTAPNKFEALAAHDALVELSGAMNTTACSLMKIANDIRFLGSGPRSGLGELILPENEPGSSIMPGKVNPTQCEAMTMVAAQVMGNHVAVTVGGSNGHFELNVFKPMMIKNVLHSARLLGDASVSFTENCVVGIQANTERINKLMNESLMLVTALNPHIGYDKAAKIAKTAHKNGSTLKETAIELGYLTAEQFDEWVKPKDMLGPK
# * marks the source's active call; other numbers are inactive results; ? = inconclusive; & = joins results of further samples; ! = a repeat was not active; [ ] = dose if it differs, or a comment. Calls follow the shape of the dose curve; as a rule, active = well fitted curve in the direction sought with a large enough effect; inconclusive = small, poorly fitted or top-dose-only effect, or another doubt; inactive = no such curve, though single readings can be large; an effect the other way counts as inactive or inconclusive. Unless noted, % is scaled to controls: 0 for no effect and ±100 for the full control effect; potency is read from the fitted curve at half-maximal effect. The list is partial; the hit share may differ from the screen's.
# Values in the order: NTMT1 inhibitor, FH mod
> CCOc1ccccc1OCCNC(C)Cc1ccc(OC)c(S(N)(=O)=O)c1 (stereo unspecified)
  -1.1%&-15.9%[57.5 µM], 0.2%
> COc1cc2c(c(OC)c1CC=C(C)C)C[C@H](c1ccc(O)c(CC=C(C)C)c1O)CO2
  -2.0%[29.8 µM], -21.3%[53.3 µM]
> CC(C)CC[C@@H](O)[C@](C)(O)[C@H]1CC[C@@]2(O)C3=CC(=O)[C@@H]4C[C@@H](O)[C@@H](O)C[C@]4(C)[C@H]3CC[C@]12C
  21.9%[57.5 µM], -3.7%
> C[C@]12CC[C@H](O)CC1=CC[C@@H]1[C@H]2CC[C@]2(C)C(c3cccnc3)=CC[C@H]12
  5.3%[29.8 µM], 9.7%[20.6 µM]
> C[n+]1c2cc(N)ccc2cc2ccc(N)cc21 (tested in a mixture with another compound)
  39.8µM*, -12.5%[53.3 µM]
> CC[C@]1(O)CC2CN(CCc3c([nH]c4ccccc34)[C@@](C(=O)OC)(c3cc4c(cc3OC)N(C=O)[C@H]3[C@@](O)(C(=O)OC)[C@H](OC(C)=O)[C@]5(CC)C=CCN6CC[C@]43[C@@H]65)C2)C1 (stereo partly specified)
  -10.2%[29.8 µM], 4.5%[53.3 µM]
> COc1ccc(CCN(C)CCCC(C#N)(c2cc(OC)c(OC)c(OC)c2)C(C)C)cc1OC (stereo unspecified)
  18.2%[57.5 µM], -14.9%&-2.5%[53.3 µM]
> O=C(O)CCC(=O)O
  24.6%[57.5 µM], -4.7%[53.3 µM]
> O=C1OC2(c3ccccc31)c1cc(Br)c(O)c(Br)c1Oc1c2cc(Br)c(O)c1Br
  50.1µM*, ?
> CC(C)(N)c1cc(C(=O)N[C@@H]2CCc3ccc(Oc4ccnc5c4CCC(=O)N5)cc3C2)cc(C(F)(F)F)c1
  ?, -7.3%

# Continued.
# Values in the order: NTMT1 inhibitor, FH mod
> CC(=O)N(CC(O)CO)c1c(I)c(C(=O)NCCO)c(I)c(C(=O)NCC(O)CO)c1I (stereo unspecified)
  23.6%[57.5 µM], 0.0%[53.3 µM]
> OC[C@@H](O)[C@@H](O[C@@H]1O[C@H](CO)[C@H](O)[C@H](O)[C@H]1O)[C@H](O)[C@@H](O)CO
  19.5%[57.5 µM], 0.8%[53.3 µM]
> O=C(O)c1cccc(CN2C(=O)/C(=C(\c3ccccc3)c3ccc(Cl)cc3)c3ccccc32)c1
  28.2µM*, ?
> CCC(CCO[C@@H]1O[C@H](CO[C@H]2OC[C@](O)(CO)[C@H]2O)[C@@H](O)[C@H](O)[C@H]1O)C(C)(C)O (stereo partly specified)
  8.7%[29.8 µM], -2.3%[53.3 µM]
> COc1ccc(C(Cl)=C(c2ccc(OC)cc2)c2ccc(OC)cc2)cc1
  8.8%[57.5 µM], -1.7%[53.3 µM]
> CS(=O)(=O)N1CCC(NC(=O)c2[nH]ncc2NC(=O)c2c(Cl)cccc2Cl)CC1
  8.4%[57.5 µM], 0.8%
> COC(=O)c1cc(S(N)(=O)=O)ccc1OC
  24.0%[57.5 µM], -0.7%[53.3 µM]
> COC1OC(OC)C(O)(CCC2(C)C(C)CCC3(C)C2CC(O)C(O)C32CO2)C1O (stereo unspecified)
  -24.1%[29.8 µM], 7.7%[53.3 µM]
> Cc1c(NC(C)C)c(=O)n(-c2ccccc2)n1C
  ?, -9.4%[53.3 µM]
> CO[C@H]1C=CC=C(C)C(=O)NC2=CC(=O)C(NCCN(C)C)=C(C[C@@H](C)C[C@H](OC)[C@@H](O)[C@@H](C)C=C(C)[C@@H]1OC(N)=O)C2=O
  27.1µM*, -17.6%[53.3 µM]

# Other structures
# Values in the order: NTMT1 inhibitor, FH mod
> COc1ccc(-c2ccc3ncc4c(c3c2)n(-c2ccc(N3CCNCC3)c(C(F)(F)F)c2)c(=O)n4C)cn1
  15.8µM*!, ?
> CC(NCCCc1cccc(C(F)(F)F)c1)c1cccc2ccccc12 (stereo unspecified)
  3.5%[29.8 µM], 1.1%[53.3 µM]
> C=C(C)C(O)COc1ccc(CC(=O)O)cc1 (stereo unspecified)
  1.4%[57.5 µM], 8.0%
> C[C@@H](Cc1cc2c(c(C(N)=O)c1)N(CCCO)CC2)NCCOc1ccccc1OCC(F)(F)F
  -21.6%[57.5 µM], 2.4%[53.3 µM]
> C=CC(C)(O)CCC1C(C)(O)CCC2C(C)(C)CCCC21C (stereo unspecified)
  -6.5%[29.8 µM], -6.9%[53.3 µM]
> C[C@@H](c1ccccc1)N(C(N)=NC#N)c1cccc2ncccc12
  -6.9%[57.5 µM], 0.1%
> CC1CN(c2cc3c(cc2F)c(=O)c(C(=O)O)cn3-c2ccc(F)cc2F)CCN1 (stereo unspecified)
  15.2%[6.45 µM], 5.4%[6.31 µM]
> CN(C)CCN1C(=O)c2cccc3cc(N)cc(c23)C1=O
  -10.6%, 2.4%[53.3 µM]
> COc1cccc2c1C(=O)c1c(O)c3c(c(O)c1C2=O)C[C@@](O)(C(C)=O)C[C@@H]3O[C@H]1C[C@H](N)[C@H](O)[C@H](C)O1
  ?, -15.3%[53.3 µM]
> O=C1O[C@H](C(O)CO)C(=O)C1=O (stereo partly specified)
  -13.0%, 11.1%

# Profiles as entered above.
# CC1CN(c2cc3c(cc2F)c(=O)c(C(=O)O)cn3-c2ccc(F)cc2F)CCN1 (stereo unspecified) is entered as NTMT1 inhibitor = 15.2%[6.45 µM]; FH mod = 5.4%[6.31 µM]
# COc1cccc2c1C(=O)c1c(O)c3c(c(O)c1C2=O)C[C@@](O)(C(C)=O)C[C@@H]3O[C@H]1C[C@H](N)[C@H](O)[C@H](C)O1 is entered as NTMT1 inhibitor = ?; FH mod = -15.3%[53.3 µM]
# C[C@@H](Cc1cc2c(c(C(N)=O)c1)N(CCCO)CC2)NCCOc1ccccc1OCC(F)(F)F is entered as NTMT1 inhibitor = -21.6%[57.5 µM]; FH mod = 2.4%[53.3 µM]

# Next part:
# Values in the order: NTMT1 inhibitor, FH mod
> O=c1c2ccccc2nc2n1CCc1c-2[nH]c2ccccc12
  -13.5%&3.0%[57.5 µM], 6.3%
> CC(C)(O)C1CC=C(C(=O)OC[C@H]2O[C@@H](OC(=O)C3=CCC(C(C)(C)O)CC3)[C@H](O)[C@@H](O)[C@@H]2O)CC1 (stereo partly specified)
  5.7%[29.8 µM], 1.5%[53.3 µM]
> C[C@]1(CO)CCC[C@]2(C)C3=C(CCC12)COC3 (stereo partly specified)
  -14.3%[57.5 µM], 5.4%
> CC(C)C(=O)OC[C@H]1O[C@@H](n2ccc(N)nc2=O)[C@](C)(F)[C@@H]1OC(=O)C(C)C
  2.5%, 3.4%
> CCOC(=O)c1ccc(N(C)c2csc(-c3ccccc3)n2)cc1
  2.8%[57.5 µM], -3.5%
> CC(C)NCC(O)COc1ccc(CCOCC2CC2)cc1 (stereo unspecified)
  14.5%, -4.5%&7.8%&6.7%[53.3 µM]
> CN(C)C(=O)COC(=O)c1cc(-c2ccc(C3CCNCC3)cc2)c2ccc(-c3ccc(C(F)(F)F)cc3)cc2c1
  ?, 0.7%
> CC/C(C)=C/C(=O)OC1C(OC2(C)CCC3C(C4C(C)CCC42)C3(C)C)OC(C)C(O)C1O (stereo unspecified)
  -7.6%[29.8 µM], -29.8%[53.3 µM]
> C[C@H]1NCc2cc(-c3ccc4c(=O)c(C(=O)O)cn(C5CC5)c4c3OC(F)F)ccc21
  ?, 4.5%[20.6 µM]
> CNCc1ccc(C)c(NC(=O)c2ccc(Nc3nc(-c4ccccc4)c4ccccc4n3)cc2)c1
  35.5µM*, 7.0%

# Next part.
# Values in the order: NTMT1 inhibitor, FH mod
> CN1CCN(C2=Nc3cc(F)ccc3Cc3ccccc32)CC1
  32.2%[activator][57.5 µM], 0.0%[53.3 µM]
> O=C1NC(=O)/C(=C/c2ccc(-c3ccc(F)cc3O)o2)S1
  35.5µM*, ?
> Cc1ccnc(NS(=O)(=O)c2ccc(N)cc2)n1
  -15.2%[57.5 µM], 8.7%[53.3 µM]
> COc1cc(O[C@@H]2O[C@H](CO[C@H]3OC[C@](O)(CO)[C@H]3O)[C@@H](O)[C@H](O)[C@H]2O)cc(OC)c1O
  -2.3%[29.8 µM], -3.4%[53.3 µM]
> CC(C)n1nc(C#Cc2ccccc2)c2c(N)ncnc21
  ?, 1.0%
> CN1CCC[C@@H]1c1cccnc1
  15.8µM*, 6.0%[53.3 µM]
> Nc1c2c(nc3ccccc13)CCCC2
  -7.0%, -6.9%&8.4%&7.8%[53.3 µM]
> CC[C@H]1OC(=O)[C@H](C)C(=O)[C@H](C)[C@@H](OC2O[C@H](C)C[C@H](N(C)C)[C@H]2O)[C@@H](C)C[C@@H](C)C(=O)/C=C/[C@]1(C)O (stereo partly specified)
  2.6%[29.8 µM], ?
> COc1cc(/C=C/C(=O)O[C@H]2CC[C@]34C[C@]35CC[C@]3(C)[C@@H]([C@H](C)CCC=C(C)C)CC[C@@]3(C)[C@@H]5CC[C@H]4C2(C)C)ccc1O
  48.7%[activator][57.5 µM], -4.5%[53.3 µM]
> CCC(COC)n1nnc2c(Nc3ccc(OC)cc3C)nc(C)cc21 (stereo unspecified)
  1.8%[57.5 µM], -0.9%

# (listing goes on)
# Values in the order: NTMT1 inhibitor, FH mod
> COc1ccc(-c2cnc(-c3cccc4c3-c3ccccc3C4=O)o2)cc1
  5.0%[29.8 µM], 5.1%[53.3 µM]
> COc1cc(/C=C/CO)ccc1O[C@@H]1O[C@H](CO)[C@@H](O)[C@H](O)[C@H]1O
  13.6%[29.8 µM], 0.6%[53.3 µM]
> CC(=O)CCC(=O)O
  -26.5%[57.5 µM], -10.4%[53.3 µM]
> Cc1ccccc1C(C(=O)NC1CCCC1)N(C(=O)Cn1cnc2ccccc21)c1cccc(F)c1 (stereo unspecified)
  -8.8%[57.5 µM], 1.1%[53.3 µM]
> Cc1cn2cc(CC(=O)N3CCC4(CC3)CN(Cc3ccc(-n5nccn5)cc3Cl)C4)nc2s1
  18.6%[57.5 µM], -0.4%
> FC(F)(F)c1ccc(/C=C/c2nc(COc3ccc(CCCCn4ccnn4)cc3)co2)cc1
  11.2%&24.6%, -10.7%
> CO[C@H]1C[C@@H]2CC[C@@H](C)[C@@](O)(O2)C(=O)C(=O)N2CCCC[C@@H]2C(=O)O[C@H]([C@@H](C)C[C@@H]2CC[C@H](O)[C@H](OC)C2)CC(=O)[C@H](C)C=C(C)[C@@H](O)[C@@H](OC)C(=O)[C@H](C)C[C@H](C)C=CC=CC=C1C
  ?, 1.7%[53.3 µM]
> CC1=C(C)C(=O)C(C(CCCCCC(=O)O)c2ccccc2)=C(C)C1=O (stereo unspecified)
  ?, ?
> N#CC(=C1Nc2ccccc2S1)c1ccnc(OCc2ccc(CN3CCOCC3)cc2)n1
  50.8%[57.5 µM], 0.2%[53.3 µM]
> CCC(C)C(=O)OC1C(C)C2(O)C(C=C(CO)CC3(O)C(=O)C(C)=CC32)C2C(C)(C)C12OC(=O)C(C)C (stereo unspecified)
  5.8%[29.8 µM], -0.9%[53.3 µM]

# Continued:
# Values in the order: NTMT1 inhibitor, FH mod
> CCCCCOc1ccc(-c2ccc(-c3ccc(C(=O)N[C@H]4C[C@@H](O)[C@@H](O)NC(=O)[C@@H]5[C@@H](O)[C@@H](C)CN5C(=O)[C@H]([C@@H](C)O)NC(=O)[C@H]([C@H](O)[C@@H](O)c5ccc(O)cc5)NC(=O)[C@@H]5C[C@@H](O)CN5C(=O)[C@H]([C@@H](C)O)NC4=O)cc3)cc2)cc1
  5.4%[29.8 µM], -18.2%[53.3 µM]
> CC1(C)OC2CC3C4CC(F)C5=CC(=O)C=CC5(C)C4C(O)CC3(C)[C@]2(C(=O)CO)O1 (stereo partly specified)
  -2.9%[57.5 µM], 0.0%[53.3 µM]
> C/C=C1\[C@H](O[C@@H]2O[C@H](CO)[C@@H](O)[C@H](O)[C@H]2O)OC=C(C(=O)OC)[C@H]1CC(=O)OC[C@H]1O[C@@H](OCCc2ccc(O)cc2)[C@H](O)[C@@H](O)[C@@H]1O
  7.7%[12.6 µM], -1.3%[20.6 µM]
> CC(C)C1=CC2C(CC[C@]2(C)O)[C@](C)(O)CC1 (stereo partly specified)
  -3.5%[57.5 µM], -0.2%
> CC(CNS(=O)(=O)C(C)C)c1ccc(-c2ccc(C#N)cc2)cc1 (stereo unspecified)
  9.0%[57.5 µM], -6.1%
> O=C(O)COc1nn(Cc2ccccc2)c2ccccc12
  14.1%[57.5 µM], 1.7%[53.3 µM]
> CN1CC[C@@H](c2c(O)cc(O)c3c(=O)cc(-c4ccccc4Cl)oc23)[C@@H](O)C1
  24.1µM*!, -2.4%[53.3 µM]
> OCc1c[nH]c2ccccc12
  ?, -3.8%
> Nc1cccc2c1CN(C1CCC(=O)NC1=O)C2=O (stereo unspecified)
  13.2%[57.5 µM], 5.8%[53.3 µM]
> CC(=O)Nc1ccn(C2COC(COC(=O)c3ccccc3)O2)c(=O)n1 (stereo unspecified)
  43.1%[activator][57.5 µM], -1.7%[53.3 µM]
> COc1ccc2c3c1OC1C[C@@H](O)C=C[C@@]31CCN(C)C2 (stereo partly specified)
  -18.6%[57.5 µM], 9.5%[53.3 µM]
> C=CC(C)(O)CC/C=C(\C)C(=O)OCC1OC(OC2CCC3(C)C(CCC4(C)C3CC=C3C5CC(C)(C)C(O)CC5(C(=O)O)CCC34C)C2(C)C)C(O)C(OC2OC(CO)C(O)C(OC3OC(CO)C(O)C(OC4OC(COC5OC(CO)C(O)C(O)C5O)C(O)C(O)C4O)C3O)C2O)C1O (stereo unspecified)
  6.4%[6.45 µM], 2.5%[13.5 µM]
